Screening results: PubChem, Sanford-Burnham Center for Chemical Genomics
ER stress death – protection against thapsigargin ER stress killing – CSM14.1 cells, ATP luminescence, primary screen | 0.33% of 48,000 active | CSM14.1 thapsigargin ER stress survival | relative survival (cellular ATP), % at 15 µg/mL (by protocol);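 active means survival measured by cellular ATP above 50% at 15 µg/ml in the first screen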;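 further: cell death triggered by about 15 µM thapsigargin; ATP read 24 h after thapsigargin was added; plate controls were thapsigargin with DMSO for no effect and DMSO without thapsigargin for full effect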
* marks the source's active call; other numbers are inactive results. Only part of the results is shown (hit frequency here may not be typical).

Molecule | ER stress death
N/C(=N\OC(=O)c1cccs1)c1cccc([N+](=O)[O-])c1 | -19.1
COc1cccc(N2C(=O)C(=O)/C(=C(\O)c3ccccc3)C2c2ccc([N+](=O)[O-])cc2)c1 (stereo not drawn) | 14.9
COc1ccc(CNC(=O)C(N)=O)cc1 | -9.0
Cc1cc(C)n(-c2nc(C)nc(NCc3ccccc3)n2)n1 | 13.8
Cc1ccc(S(=O)(=O)N(C)CCCC(=O)Nc2cccc(C)c2)cc1 | 2.6
COc1ccc(N(CC(=O)NCc2ccncc2)S(=O)(=O)c2ccc(C)cc2)cc1 | 0.7
CCn1c(=O)c(C(=O)NCCN2CCOCC2)c(O)c2ccccc21 | -2.8
O=C(COc1ccc(Cl)cc1)Nc1ncc(Cc2cccc3ccccc23)s1 | -2.7
Cc1nc2ccccc2n1S(=O)(=O)c1cccc(Cl)c1Cl | 13.5
O=C(O)CCCCCN1C(=O)C(=O)/C(=C(\O)c2ccc(Br)cc2)C1c1ccc2c(c1)OCO2 (stereo not drawn) | 12.0
Cc1c(C#N)c2nc[nH]c(=O)c2n1-c1ccccc1 | -4.0
CCOC(=O)c1c(-c2ccccc2)oc2cc(Br)c(OC(=O)c3ccco3)cc12 | -1.2
c1cncc(CN2CCN(Cc3cccc4ccccc34)CC2)c1 | 1.5
CCc1ccc(C2C(C(=O)OCCc3ccccc3)=C(C)NC3=C2C(=O)CCC3)cc1 (stereo not drawn) | 4.5
CC[n+]1ccc(C(O)P(=O)(c2ccccc2)c2ccccc2)cc1 (stereo not drawn) | 5.7
CC/C(=C\C(=O)c1ccccc1)Nc1ccc(Br)cc1 | 2.7
COc1ccc(C2/C(=C(/O)c3ccccc3)C(=O)C(=O)N2c2cccc([N+](=O)[O-])c2)cc1 (stereo not drawn) | 7.6
Cc1cc([N+](=O)[O-])ccc1NC(=O)c1cccc(N2C(=O)c3ccccc3C2=O)c1 | 5.9
COc1ccc(NC(C)c2ccccc2)cc1 (stereo not drawn) | 9.0
CCCc1c(C)c2cc(C)ccc2[nH]c1=O | -7.7
Cc1nn(Cc2ccccc2)c(C)c1S(=O)(=O)O | -3.1
COc1ccc(-c2csc(NC(=O)c3cccc(Cl)c3)c2C(=O)O)cc1 | -6.3
Cc1cc(Cl)ccc1NS(=O)(=O)c1ccc(Cl)cc1 | 5.8
COc1ccc(-n2nc3cc(C)c(NC(=O)COc4ccc([N+](=O)[O-])cc4)cc3n2)cc1 | 1.1
Cc1ccc(S(=O)(=O)N2CCCC(C)C2)cc1 (stereo not drawn) | 6.8

Of the compounds above, 2 contain an NH in an aromatic ring.
Molecule | ER stress death
Cc1c(C#N)c2nc[nH]c(=O)c2n1-c1ccccc1 | -4.0
CCCc1c(C)c2cc(C)ccc2[nH]c1=O | -7.7

Continuation.
Molecule | ER stress death
COC(=O)CSc1nc2c(c(C3CC=CCC3)c1C#N)CCC2 (stereo not drawn) | 0.8
COc1cc(NC(=O)c2sc3ccccc3c2Cl)c(OC)cc1Cl | 5.4
Cc1cccc(NC(=O)c2cc(Cl)ccc2[N+](=O)[O-])c1 | 8.7
O=c1c2cnn(-c3ccccc3)c2nc(-c2ccccc2)n1-c1ccccc1 | 7.5
COc1ccc(NC(=O)CSc2nc3ccc(NC(=O)c4ccccc4)cc3s2)cc1 | 2.8
COc1ccc(NC(=O)Nc2ccc(Cl)c(Cl)c2)cc1OC | -1.8
COc1ccc2c(c1)OCC/C2=N\OC(=O)c1cc(OC)c(OC)c(OC)c1 | -2.0
CC(C)=C(NC(=O)c1ccccc1)C(=O)N1CCCCC1 | 10.5
COc1ccc(C(=O)N2CCN(Cc3ccc(C(F)(F)F)cc3)CC2)cc1OC | 5.9
COc1ccc(C2CC(=O)C3=C(C2)Nc2ccccc2NC3c2ccc([N+](=O)[O-])cc2)cc1OC (stereo not drawn) | -1.9
CC(Nc1cc(=O)n(C)c(=O)n1C)c1ccccc1 (stereo not drawn) | 7.7
CC(Cc1ccccc1)N=Cc1c(O)[nH]c2ccccc12 (stereo not drawn) | 2.2
CCOC(=O)C1=NN(C(=O)c2cccc(Br)c2)C(O)(C(C)(C)C)C1 (stereo not drawn) | 0.7
O=c1[nH]c(-c2ccc(-c3ccc(F)cc3)o2)nc2sc3c(c12)CCCC3 | -3.9
CCc1ccc(C2Nc3ccccc3NC3=C2C(=O)CC(c2ccc(OC)c(OC)c2)C3)cc1 (stereo not drawn) | 89.1*
Cc1ccc(NC(=O)COc2cccc(C)c2C)cc1Cl | 14.2
O=C(Nc1ccc(Cl)cc1)c1ccc([N+](=O)[O-])cc1 | 12.8
COc1ccc(C2C3C(=O)N(c4ccc([N+](=O)[O-])cc4)C(=O)C3N3CCCN23)cc1 (stereo not drawn) | -3.2
O=C(CN(c1ccccc1)S(=O)(=O)c1ccccc1[N+](=O)[O-])Nc1ccccc1Cl | 6.5
CC1=NN(C(=O)c2cccc(C)c2O)C(O)(c2ccc(Cl)cc2)C1 (stereo not drawn) | 0.4
CCOC(=O)C(Cc1ccccc1)P(=O)(OCC)OCC (stereo not drawn) | -0.9
COc1ccccc1/C=C/C=N\N1CCN(c2ccc(Cl)cc2)CC1 | 10.8
Cn1c(=O)c2c(ncn2CC(=O)Nc2nc(-c3ccccc3)cs2)n(C)c1=O | 0.3
CCOC(=O)C1CCN(S(=O)(=O)c2ccc(F)cc2)CC1 | 14.8
O=C(O)CN1C(=O)/C(=C/c2ccc(OCc3ccc(Cl)cc3Cl)cc2)SC1=S | -10.0
Cc1ccc(N(C)S(=O)(=O)c2ccc(Cl)cc2)cc1 | 2.4
CC(/C=C/c1ccccc1)=N\Nc1ccc([N+](=O)[O-])cc1[N+](=O)[O-] | 0.8
O=C(CC1SC(=Nc2ccccc2)N(c2ccccc2)C1=O)Nc1ccccc1 (stereo not drawn) | 6.9
Cc1ccc(S(=O)(=O)/N=C2/C=C(S(=O)(=O)c3ccc(C)cc3)C(=O)c3ccccc32)cc1 | -1.8
CN1C(=O)C(c2ccccc2)C(=O)c2ccccc21 (stereo not drawn) | -3.7
COc1ccc2c(c1OC)C(=O)OC2Nc1cc(C(=O)O)cc(C(=O)O)c1 (stereo not drawn) | 8.6
CCc1ccc(C(C)NC(=O)c2ccccc2)cc1 (stereo not drawn) | 3.4
O=C1CCCc2c1[nH]c1ccc(CN3CCCCC3)cc21 | -2.7
COc1ccc(CSc2nncn2C)cc1 | 5.4
CCOC(=O)c1ccc(NC(=O)CN(c2ccc(Cl)cc2C)S(=O)(=O)c2ccccc2)cc1 | 5.0
COc1ccc(/C=C2\SC(=O)N(CCC(=O)O)C2=O)cc1OC | 13.6
CC(=O)Nc1ccccc1NC(=O)COc1ccccc1Cl | 3.7
COc1ccc(N2C(=O)NC(=O)/C(=C/c3cn(CCOc4ccccc4OC)c4ccccc34)C2=O)cc1 | -0.5
Cc1ccc(C)c(NC(=O)CC(C)C2CCCO2)c1 (stereo not drawn) | -1.6
O=C(COC(=O)CN1C(=O)c2ccccc2C1=O)Nc1cccc2ccccc12 | 2.0
O=C1C(=O)N(Cc2cccnc2)C(c2ccc3c(c2)OCO3)/C1=C(\O)c1ccccc1 (stereo not drawn) | 8.3
CC(C)c1nnc(NC(=O)CSc2nncn2C)s1 | 13.9
OCc1nc2ccccc2n1CCOc1ccccc1 | 4.7
Cc1nnc(N/N=C/c2ccc([N+](=O)[O-])cc2)[nH]c1=O | 2.9
CC1CCOP(=O)(C(Nc2ccc(C(C)C)cc2)c2ccc(Br)cc2)O1 (stereo not drawn) | -2.1
N=c1c2c3c(sc2nc2n1CCCCC2)CCCC3 | -7.0
CCOc1cc(/C=C2\C(=O)NN(c3ccccc3)C2=O)cc([N+](=O)[O-])c1O | 7.1
COc1ccc(CC(=O)Nc2cccc(-c3nc4ccccc4s3)c2)cc1OC | -2.9
Cc1cc([N+](=O)[O-])ccc1-c1ccc(C(=O)Nc2ccc(I)cc2Cl)o1 | 4.0
O=C(COc1cccc(Cl)c1)NCc1ccccc1 | 8.0

(cont.)
compound	ER stress death
O=S(=O)(c1ccc(Cl)cc1)N1CCN(Cc2ccccc2Cl)CC1	-3.1
COc1cc(/C=N/Nc2nn[nH]n2)cc2c1OCO2	1.7
CC1=NN(C(=O)c2cccnc2)C(O)(c2ccccc2)C1 (stereo not drawn)	-2.2
COc1ccc(C2=C/C(=C\c3ccc([N+](=O)[O-])cc3)C(=O)O2)cc1	-2.7
CN1CCN(c2ccc([N+](=O)[O-])c(-n3nc(-c4ccc(F)cc4)c4ccccc4c3=O)c2)CC1	-7.9
CCC(C(=O)Nc1ccc(OC)cc1OC)c1ccccc1 (stereo not drawn)	-0.1
CCOC(=O)/C(C#N)=C/C1=Cc2c(OC)c3ccccc3n2C1=O	-5.2
COc1ccc(S(=O)(=O)N2CCN(C3CCCCC3)CC2)cc1	4.4
S=c1[nH]nc(-c2ccncc2)n1-c1ccccc1	-6.7
CC1CC(N(c2ccccc2)S(=O)(=O)c2ccc(Cl)cc2)c2ccccc2N1 (stereo not drawn)	9.7
O=C(NC(=S)Nc1ccc(NC(=O)c2ccco2)cc1)c1ccc(Cl)cc1	-3.0
Cc1cc(OCC(=O)Nc2ccccc2-c2ccccc2)ccc1Br	-2.2
O=[N+]([O-])c1ccc(N2CCCC2)c(C(F)(F)F)c1	-1.2
O=C(Nc1ccc2c(c1)OCO2)c1ccc(I)cc1	5.3
CC1(C)CC(=O)C/C(=N/NC(=O)c2cc3ccccc3cc2O)C1	-6.8
O=C(/C=C/c1cccc([N+](=O)[O-])c1)NCCc1ccccc1	8.9
O=C(Nc1ccc(I)cc1)C1c2ccccc2Oc2ccccc21	-0.1
CCC1=NC(c2ccccc2)N(O)C1(C)C (stereo not drawn)	12.0
COc1ccc(Cl)cc1NC(=O)c1c(-c2ccccc2)noc1C	-0.2
O=c1[nH]c(=O)n(-c2ccccc2Cl)c(O)c1C=Nc1cccc(F)c1	19.9

Part of the list above, set out differently:
smiles: O=C(NC(=S)Nc1ccc(NC(=O)c2ccco2)cc1)c1ccc(Cl)cc1
  ER stress death: -3.0
smiles: Cc1cc(OCC(=O)Nc2ccccc2-c2ccccc2)ccc1Br
  ER stress death: -2.2
smiles: O=[N+]([O-])c1ccc(N2CCCC2)c(C(F)(F)F)c1
  ER stress death: -1.2
smiles: O=C(Nc1ccc2c(c1)OCO2)c1ccc(I)cc1
  ER stress death: 5.3

(next part)
compound	ER stress death
Cc1cccc(OCC(=O)N/N=C/c2cccc(OC(=O)c3cccc(F)c3)c2)c1	-0.9
O=C(Cc1ccc(Cl)cc1)NCCCN1CCOCC1	3.6
COc1ccccc1/C=N/n1c(C)nnc1C	9.0
COc1ccccc1/C=C1\SC(=S)N(CCC(=O)O)C1=O	18.1
COc1c(Cl)cc(C(=O)Nc2cccc(C(F)(F)F)c2)cc1Cl	-10.7
CCCCOC(=O)c1cccc(NC(=O)COc2ccccc2)c1	8.5
CCOc1ccc(S(=O)(=O)N(CC(=O)Nc2ccc(C)cc2)c2ccc(C)cc2)cc1	7.9
COc1cc(/C=C/c2[nH]c(=O)[nH]c(=O)c2[N+](=O)[O-])cc(Br)c1O	7.4
CCCOc1cccc(C(=O)Nc2ccc(NC(=O)c3ccc(Cl)cc3Cl)cc2)c1	3.7
COc1ccc(/C=C2\SC(=Nc3cccc(Cl)c3Cl)NC2=O)c(OC)c1	-2.0
CCOC(=O)C(=CC(=CN(C)C)C=C(C(=O)OCC)C(=O)OCC)C(=O)OCC	-3.7
COc1ccc(C(=O)NNC(=O)c2cccc(C(=O)NNC(=O)c3ccc(OC)c(OC)c3)c2)cc1OC	20.6
C=CCc1cccc2cc(C(=O)Nc3ccc(S(=O)(=O)Nc4nnc(CC)s4)cc3)c(=O)oc12	7.4
O=C(NC(Cc1ccc([N+](=O)[O-])cc1)C(=O)NC1CCCC1)OCc1ccccc1 (stereo not drawn)	7.7
COC(=O)c1ccc(/C=C/C(=O)c2cccs2)cc1	1.2
CCOc1ccc(Nc2cc(C)nc(-n3nc(C)cc3C)n2)cc1	-2.5
O=C(NCCOc1ccc(Cl)cc1Cl)c1cc2ccccc2o1	10.7
Nc1ccc(C(=O)Nc2cccc(-c3nc4ccccc4o3)c2)cc1	-8.7
COc1ccc(C2=N/C(=C/c3ccccc3OC)C(=O)N2c2ccccc2)cc1	6.7
COc1ccc(C(=O)CSc2ncn[nH]2)cc1[N+](=O)[O-]	6.9
NC(=O)c1ccccc1NC(=O)c1ccc([N+](=O)[O-])cc1	9.3
COc1ccc(CC(=O)NCC2(c3ccc(OC)c(OC)c3)CCCC2)cc1	4.8
CC(C)c1ccc(NC(=O)c2ccc(CN3CCOCC3)cc2)cc1	4.2
O=C(c1nn2c(c1Cl)NC(c1cccs1)CC2C(F)(F)F)N1CCOCC1 (stereo not drawn)	-7.9
COc1ccccc1C1NC(=S)NC(C)=C1C(=O)Nc1cccc(Cl)c1 (stereo not drawn)	5.7
CCc1ccc(N2CC(C(=O)Nc3cccc4ccccc34)CC2=O)cc1 (stereo not drawn)	-0.8
O=C1C=CC(=NS(=O)(=O)c2ccc(Cl)cc2)C=C1	-3.4
O=[N+]([O-])c1ccc(N/N=C(\c2ccccc2)c2ccncc2)c([N+](=O)[O-])c1	7.5
CN(C)S(=O)(=O)N1CCN(c2c(Cl)cccc2[N+](=O)[O-])CC1	7.5
Cc1ccc(-c2nnc(-c3ccco3)o2)cc1	-3.6
COc1ccc(CCN2C(=O)CSC2c2ccc(Cl)c(Cl)c2)cc1OC (stereo not drawn)	6.4

Another view of 2 compounds above.
CCc1ccc(N2CC(C(=O)Nc3cccc4ccccc34)CC2=O)cc1 (stereo not drawn)
- ER stress death: -0.8

COc1ccc(CCN2C(=O)CSC2c2ccc(Cl)c(Cl)c2)cc1OC (stereo not drawn)
- ER stress death: 6.4
